Mcl1-Noxa inh: disrupts binding of human Mcl-1 to Noxa peptide | Q07820 | TR-FRET Mcl-1/Noxa peptide binding, 2 h | inhibition, % at 21.7 µM | 220,000 tested, 1.5% active | AID 1022;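 active = compounds that cut the protein-peptide binding signal by more than 50% relative to plate controls in a single-dose test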;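 also: His-tagged Mcl-1 with rhodamine Noxa BH3 peptide and terbium anti-His antibody; 0% = Mcl-1 plus Noxa peptide wells and 100% = peptide-only wells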
HRas wt GTP: changes GTP binding to wildtype human HRas; P01112; GST-Ras wt beads, Bodipy-FL-GTP binding, flow cytometry; actives lie on both sides; GTP binding activity, % at 10 µM; 190,000 tested, 0.14% active; AID 759;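 active = GTP binding activity at least 20% away from the 100% baseline, either lowered as inhibitor or raised as activator; inconclusive = flagged as likely green fluorescent, judged across all proteins in the well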;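 also: 0% = unlabeled GTP competition control and 100% = no-compound control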
Target sequence (P01112 whole entry, looked up): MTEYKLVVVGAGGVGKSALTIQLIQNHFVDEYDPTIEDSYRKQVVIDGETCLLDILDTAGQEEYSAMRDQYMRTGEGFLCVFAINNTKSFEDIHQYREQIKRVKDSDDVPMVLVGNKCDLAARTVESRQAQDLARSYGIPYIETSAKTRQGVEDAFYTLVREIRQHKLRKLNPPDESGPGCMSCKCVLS
Cdc42 wt: changes GTP binding to wildtype human Cdc42 | GST-Cdc42 beads, Bodipy-GTP binding, flow cytometry; actives lie on both sides | 190,000 tested, 0.2% active | percent activity (GTP binding), % at 10 µM | P60953;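 active = percent activity GTP binding at least 20 points away from the 100% baseline, either down as inhibitor or up as activator; inconclusive = compound flagged as likely green fluorescent from well-wide comparison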;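 also: median bead fluorescence of bound Bodipy-FL-GTP at 100 nM; 0% = excess unlabeled GTP control and 100% = no compound control; below 100% means less GTP binding so inhibitor and above means activator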
Target sequence (P60953 whole entry, looked up): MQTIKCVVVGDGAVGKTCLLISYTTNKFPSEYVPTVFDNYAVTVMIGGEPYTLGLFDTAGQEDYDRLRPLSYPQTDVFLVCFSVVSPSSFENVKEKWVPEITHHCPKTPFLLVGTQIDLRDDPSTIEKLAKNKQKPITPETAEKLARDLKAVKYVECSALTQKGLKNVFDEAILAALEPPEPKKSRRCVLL
Pf gamet viab: inhibitors of late stage P. falciparum gametocyte viability; 150,000 tested, 0.065% active; P. falciparum stage V gametocytes, ATP luminescence, 24 h; inhibition, % at 10.9 µM;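 active = inhibition above the mean plus 3 SD of compounds within the control limits, set per campaign, cut at about 38% in these data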;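 also: 0% = DMSO wells and 100% = medium only without gametocytes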
Rab7 wt GTP bind: modulators of GTP binding to dog Rab7 wildtype GTPase; 190,000 tested, 0.055% active; GTP binding activity (percent of control), % at 10 µM; GST-Rab7 beads, fluorescent GTP binding, flow cytometry; actives lie on both sides; untreated = 100%, excess cold GTP = 0%;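 active = fluorescent GTP binding to Rab7 beads changed by at least 20 points from the 100% baseline, either direction, mostly lower; inconclusive = compound itself probably fluorescent, or too few beads counted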;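 also: median green fluorescence of bound Bodipy-FL-GTP per Rab7 bead population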
Bim-Mcl-1: human Bim-Mcl-1 interaction inhibition. Q07820. 190,000 tested, 0.1% active. Bead-based flow cytometry, Bim peptide-Mcl-1 binding. AID 1009. inhibition, % at 10 µM; in the data active = inhibition above about 40%;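 also: 0% = no compound tracer wells and 100% = peptide blocker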
Rac1 wt GTP bind: human Rac1 wildtype GTP binding, inhibitors and activators; 190,000 tested, 0.27% active; GST-Rac1 beads, fluorescent GTP binding, flow cytometry; actives lie on both sides; 0 = cold GTP competed, 100 = untreated; P63000; GTP binding activity (% of control), % at 10 µM;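 active = GTP binding activity at least 20 points away from the 100% control level, either lower or higher; inconclusive = compound flagged as likely green fluorescent, judged across all proteins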
Mcl1-Bid inh: disrupts binding of human Mcl-1 to Bid peptide; Q07820; TR-FRET Mcl-1/Bid-Dy647 peptide binding, 1536-well; inhibition, % at 21.7 µM; 220,000 tested, 0.97% active; AID 1021;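 active = compounds that cut the binding signal by more than half at the single screening dose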;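 also: His-tagged Mcl-1 with europium anti-His antibody binding Bid BH3 peptide; 0% = Mcl-1 plus peptide wells and 100% = peptide-only wells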
Rac1 mut GTP: alters GTP binding to activated mutant human Rac1 | P63000 | AID 764 | percent activity (GTP binding), % at 10 µM | 190,000 tested, 0.11% active | GST-Rac1 activated beads, fluorescent GTP binding, flow cytometry; actives lie on both sides; 100% means binding = to untreated wells;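 active = GTP binding at least 20 percentage points away from the 100% baseline, in either direction, so actives lie on both sides; inconclusive = Compound likely fluorescent itself, or too few beads counted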
Rab2 wt GTP: changes GTP binding to wildtype dog Rab2A, up or down. P61105. GST-Rab2 wt beads, Bodipy-GTP binding, flow cytometry. GTP binding activity, % at 10 µM. 190,000 tested, 0.19% active. AID 760;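 active = GTP binding activity at least 20 points away from 100%, either lowered or raised; inconclusive = signal likely due to the compound's own green fluorescence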;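 also: 0% = beads with excess unlabeled GTP and 100% = no-compound control corrected for plate trend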
RGS8-Gao reg: human RGS8-Galphao interaction regulation; multiplexed bead flow cytometry, RGS8-Galphao binding; actives lie on both sides; P09471; response (percent of control binding), % at 10 µM; 220,000 tested, 0.34% active; in the data active = response below about 60% or above about 140%; inactive = in between;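 also: Galphao activated as the GDP aluminium fluoride complex binding bead-coupled RGS8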
Target sequence (P09471 whole entry, looked up): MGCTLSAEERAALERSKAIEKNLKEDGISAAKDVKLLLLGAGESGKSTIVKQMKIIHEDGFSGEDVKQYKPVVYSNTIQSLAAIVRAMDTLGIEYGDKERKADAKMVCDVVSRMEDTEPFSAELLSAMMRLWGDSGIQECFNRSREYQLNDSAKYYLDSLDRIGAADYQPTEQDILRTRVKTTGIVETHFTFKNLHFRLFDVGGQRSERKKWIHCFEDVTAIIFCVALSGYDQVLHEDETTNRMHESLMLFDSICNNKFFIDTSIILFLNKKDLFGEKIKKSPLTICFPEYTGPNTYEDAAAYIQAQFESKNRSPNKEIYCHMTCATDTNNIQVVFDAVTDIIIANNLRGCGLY
Numbers without * were called inactive; ? = inconclusive; · = no result given.

SMILES	Mcl1-Noxa inh	HRas wt GTP	Cdc42 wt	Pf gamet viab	Rab7 wt GTP bind	Bim-Mcl-1	Rac1 wt GTP bind	Mcl1-Bid inh	Rac1 mut GTP	Rab2 wt GTP	RGS8-Gao reg
COC(=O)[C@@]1(Cc2ccc(OC)cc2)[C@H]2c3cc(C(=O)N(C)C)n(C[C@H](O)CO)c3C[C@H]2CN1C(=O)c1ccccc1	-8	104	103	-20	103	0	106	-10	102	102	83
Cc1cccc(-c2cc(C(=O)NCc3ccccn3)c3ccccc3n2)c1	-15	98	98	-31	98	-6	100	-21	98	98	100
O=[N+]([O-])c1cc(-c2ccc(/C=N/c3nc4ccccn4c3-c3ccco3)o2)ccc1Cl	65*	100	98	-11	103	1	102	65*	98	100	96
CC(C)(C)NC(=O)CSc1nc2ccccc2n1-c1ccccc1	28	103	108	22	98	-4	110	-7	101	102	97
Nc1ccc(S(=O)(=O)NNC(=O)C(=O)NNc2ccccc2)cc1	3	100	107	32	97	-1	103	-13	101	99	103
O=C(COC(=O)CSc1nnc(-c2ccc(Cl)cc2)o1)Nc1cc(Cl)cc(Cl)c1	-4	99	99	21	96	-3	97	5	95	98	98
Cc1ccc(SCC2=NN(c3nc(C)cc(C)n3)C(=O)C2)cc1	-34	98	96	-12	104	0	96	-20	93	99	101
COc1ccc(Cn2ccnc2SCC(=O)Nc2cccc(NC(C)=O)c2)cc1	6	96	95	12	100	-2	102	-32	95	98	101
CCCCN(Cc1ccccc1)S(=O)(=O)c1ccc2[nH]c(=O)oc2c1	-8	107	109	·	98	-1	110	-22	103	108	99
CC(=O)c1cc2c(cc1N/C(=N/S(=O)(=O)c1ccc(Br)cc1)c1ccccc1)OCO2	-8	101	98	-10	98	-2	102	1	99	101	94
C#CCOCCOCCOCCNc1nc(N2CCN(C(=O)[C@H]([C@@H](C)CC)n3cc(CCCN=C(N)N)nn3)CC2)nc(N2CCN(C(=O)[C@H](C)n3cc(CCCN=C(N)N)nn3)CC2)n1	36	99	103	·	91	-4	102	45	100	100	105
CSc1ccc(-c2nc3cnccn3c2Nc2ccc3c(c2)OCO3)cc1	43	99	98	·	94	5	100	-101	97	97	99
CC(=O)N(C)c1cccc([N+](=O)[O-])c1	7	96	99	·	96	-1	96	-27	97	98	105
Cc1[nH][nH]c(=O)c1C(c1cc2c(cc1Br)OCO2)c1c(C)[nH][nH]c1=O	7	95	93	-20	99	-1	98	-42	94	94	103
c1ccc(-c2csc(Cc3nnc4n3CCCCC4)n2)cc1	-15	99	98	4	99	-3	99	-13	98	99	100
Cc1ccc(OCC(=O)NNC(=S)NC(=O)C(C)(C)C)c(Br)c1	-44	101	98	-41	107	0	103	-84	96	100	98
O=C(CSc1nnnn1-c1ccccc1F)Nc1nc2ccccc2s1	-3	98	98	8	96	0	94	-5	94	99	101
c1ccc(OCc2nnc3sc(C4COc5ccccc5O4)nn23)cc1 (stereo unspecified)	50	102	104	·	101	-6	101	1	98	101	90
COc1ccc(CN2CCN(c3ncccn3)CC2)c(OC)c1	18	97	99	4	95	1	95	36	94	96	103
CCOC(=O)C1C(=O)CC(C)(O)C(C(=O)OCC)C1c1ccc(Br)cc1 (stereo unspecified)	-1	100	97	·	103	-6	104	-17	99	100	102
COc1ccccc1NC(=S)NC(=O)c1c(-c2ccccc2Cl)noc1C	-5	98	94	4	101	0	96	-26	95	96	101
Cc1ccc(-c2cn3c(=S)[nH]nc3s2)cc1	22	98	102	6	96	-5	101	-46	96	96	92
O=C1CC(c2cccs2)c2cc3c(cc2N1)OCCO3 (stereo unspecified)	5	94	92	6	94	-6	97	-5	94	92	97
Cc1c(=O)n(OCc2cccc(F)c2)c2ccccc2[n+]1[O-]	3	100	98	3	98	-2	100	-9	98	98	102
COc1ccc(CC(=O)Nc2cc(S(=O)(=O)N3CCCCC3)ccc2C)cc1OC	-9	97	94	10	96	-1	97	-3	96	95	100
(more compounds)
SMILES	Mcl1-Noxa inh	HRas wt GTP	Cdc42 wt	Pf gamet viab	Rab7 wt GTP bind	Bim-Mcl-1	Rac1 wt GTP bind	Mcl1-Bid inh	Rac1 mut GTP	Rab2 wt GTP	RGS8-Gao reg
CC(=O)N1CCN(CC(=O)Nc2ccc(C)c(S(=O)(=O)N(C)C)c2)CC1	11	98	99	·	106	-1	99	19	97	97	100
COc1ccc(-c2nc(SC)n(S(=O)(=O)c3ccccc3)n2)cc1	0	100	101	13	98	-4	100	5	101	98	100
Cc1ccccc1N(C(=O)c1csnn1)C(C(=O)NC(C)(C)C)c1cccs1 (stereo unspecified)	3	102	99	21	96	-2	105	-16	102	99	103
O=C(N/N=C/c1ccc(O)cc1)c1nc(-c2ccccc2)n(-c2ccccc2)n1	-6	97	101	-8	96	0	100	-14	99	101	102
CCCN(CCC)C(=O)Cn1c2ccccc2c2nc(=O)cc(C)n21	9	102	103	·	104	0	106	-7	100	100	102
CCOC(=O)c1c(/N=C/c2ccc(O)cc2O)sc2c1CCC2	13	96	97	·	94	-7	97	-27	96	96	109
COc1ccccc1CCNC(=O)CCSc1nc(-c2ccco2)cc(C(F)(F)F)n1	-8	100	98	·	98	1	101	-13	98	99	99
CCOCCCNC(=O)c1ccc2c(c1)N(Cc1ccccc1)C(=O)CS2=O (stereo unspecified)	5	100	100	·	96	0	100	-10	99	99	100
CCOC(=O)N1CCN(c2cc(=O)n(-c3ccc(Br)cc3)c(=O)[nH]2)CC1	-1	?	?	·	?	3	?	-43	?	?	102
Cc1ccc(OCC(=O)Nc2ccccc2N2CCOCC2)c(C)c1	-11	102	100	·	104	0	104	1	99	101	100
O=C(NCc1ccccc1Cl)C1CCN(c2cnccn2)CC1	-3	95	93	·	103	-3	94	-12	93	98	101
CCN1CC=C2C(C#N)=C(N)C(C#N)(C#N)[C@H](c3cccc(OC)c3OC)[C@H]2C1	·	101	100	·	99	2	99	·	97	99	101
COCC(=O)N(C)C1(c2nnnn2CCOC(=O)Nc2ccc(Cl)cc2)CCCCC1	6	103	103	-10	104	-1	100	-23	99	104	104
COc1ccc(CC(=O)OCC(=O)Nc2ccc3c(c2)OCO3)cc1	28	94	97	-6	99	-2	98	-24	91	94	101
CN(C)c1oc(COc2ccc(F)cc2)nc1C#N	7	100	103	-8	97	-3	104	-6	99	99	104
Cn1c(SCC(=O)N2CCCC2)nc2ccccc21	-1	91	93	-8	92	1	91	-4	92	94	99
COc1ccc(C(OC(=O)c2ccco2)C(=O)NC2CCCCC2)cc1 (stereo unspecified)	-2	100	100	·	92	-3	99	-4	100	100	103
CCCCn1c(=O)[nH]c(=O)c2c1nc(CN1C(=O)c3ccccc3S1(=O)=O)n2CCC	12	101	101	·	101	0	102	-12	99	101	101
O=C(Nc1ccc2c(c1)CCC2)c1cnc(Cl)c(Cl)c1	-1	97	94	-3	106	-1	100	-15	95	99	100
COc1ccc(NC(=O)c2ccc(Cl)c(NC(=O)c3ccncc3)c2)cc1	1	102	98	·	105	0	102	-4	99	102	103
CNC(=O)c1nnsc1S(=O)c1ccc(Cl)cc1 (stereo unspecified)	22	96	95	-49	104	-4	97	-2	103	95	94
NNC(=S)NCc1ccc2c(c1)OCO2	6	100	100	-9	99	-8	104	-33	98	100	97
COc1ccc(Oc2cc(C)c3cccc(C)c3n2)cc1	14	100	100	-27	96	0	100	2	98	97	105
CC(C)CCn1c(SCC(=O)c2ccccc2)nc2c1c(=O)[nH]c(=O)n2C	9	102	102	·	99	-2	106	-5	104	103	99
CCOc1ccc(C(=O)Nc2ccc3c(c2)OCCO3)cc1[N+](=O)[O-]	13	97	97	-3	96	0	98	-10	98	99	102
Cc1ccc(NC(=O)NC2(C(=O)NCc3ccccc3)CCCCC2)cc1	3	?	?	·	?	-1	?	4	?	?	106
O=S1(=O)c2ccccc2N=NN1Cc1ccc(Cl)cc1	53*	102	105	·	99	0	106	40	102	101	99
COc1ccc(N2C(=O)CCC(C(=O)N3CCCCC3)C2c2ccc(F)cc2)cc1 (stereo unspecified)	39	105	106	·	109	-3	103	-17	102	107	100
CO/N=C/c1c(-c2ccccc2)nn(C)c1Cl	-1	96	97	·	100	1	93	8	92	98	105

13 structures from above, ordered by molar mass, descending.
SMILES	Mcl1-Noxa inh	HRas wt GTP	Cdc42 wt	Pf gamet viab	Rab7 wt GTP bind	Bim-Mcl-1	Rac1 wt GTP bind	Mcl1-Bid inh	Rac1 mut GTP	Rab2 wt GTP	RGS8-Gao reg
COCC(=O)N(C)C1(c2nnnn2CCOC(=O)Nc2ccc(Cl)cc2)CCCCC1	6	103	103	-10	104	-1	100	-23	99	104	104
CCCCn1c(=O)[nH]c(=O)c2c1nc(CN1C(=O)c3ccccc3S1(=O)=O)n2CCC	12	101	101	·	101	0	102	-12	99	101	101
CCOC(=O)N1CCN(c2cc(=O)n(-c3ccc(Br)cc3)c(=O)[nH]2)CC1	-1	?	?	·	?	3	?	-43	?	?	102
CC(=O)N1CCN(CC(=O)Nc2ccc(C)c(S(=O)(=O)N(C)C)c2)CC1	11	98	99	·	106	-1	99	19	97	97	100
COc1ccc(C(OC(=O)c2ccco2)C(=O)NC2CCCCC2)cc1 (stereo unspecified)	-2	100	100	·	92	-3	99	-4	100	100	103
COc1ccc(CC(=O)OCC(=O)Nc2ccc3c(c2)OCO3)cc1	28	94	97	-6	99	-2	98	-24	91	94	101
CCOC(=O)c1c(/N=C/c2ccc(O)cc2O)sc2c1CCC2	13	96	97	·	94	-7	97	-27	96	96	109
O=S1(=O)c2ccccc2N=NN1Cc1ccc(Cl)cc1	53*	102	105	·	99	0	106	40	102	101	99
O=C(Nc1ccc2c(c1)CCC2)c1cnc(Cl)c(Cl)c1	-1	97	94	-3	106	-1	100	-15	95	99	100
CNC(=O)c1nnsc1S(=O)c1ccc(Cl)cc1 (stereo unspecified)	22	96	95	-49	104	-4	97	-2	103	95	94
COc1ccc(Oc2cc(C)c3cccc(C)c3n2)cc1	14	100	100	-27	96	0	100	2	98	97	105
CN(C)c1oc(COc2ccc(F)cc2)nc1C#N	7	100	103	-8	97	-3	104	-6	99	99	104
CO/N=C/c1c(-c2ccccc2)nn(C)c1Cl	-1	96	97	·	100	1	93	8	92	98	105

This is a random part of the collection; any-hit rate near 2.9%.
